# From PubChem
# MrgX1 antagonist – blocks BAM8-22 activation of human MrgX1 receptor; hit rate 1.3% among 310,000; B-score at 10 µM; AID 588676; Q96LB2; MRGX1-HEK293 calcium flux, Fluo-4, BAM8-22 antagonism; stronger effect = lower value;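 active = calcium-response B-score plate-corrected more than 3 library SD below zero, starting fluorescence within 5 deviations, no agonist response on first addition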;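 note: peak minus trough fluorescence over baseline after final BAM8-22 challenge near maximal dose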
# SKKanGAS inh – SKKanGAS growth inhibition; S. pyogenes SKKanGAS, kanamycin growth, BacTiter-Glo, 6 h; inhibition, % at 7.5 µM; hit rate 1.3% among 300,000; AID 1662;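 active = mean replicate score, as percent of positive control median, at least 50; inconclusive = mean below 50 but one replicate at or above 50; inactive = mean and every replicate below 50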;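 note: strain carries kanamycin resistance gene driven by streptokinase promoter and grows in 40 µg/ml kanamycin; loss of luminescence reflects streptokinase promoter inhibition or plain growth inhibition; 0% = median of DMSO wells and 100% = positive control at its reference dose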
# TRPC4 act – TRPC4 (mouse) channel activation; Q9QUQ5; HEK293 TRPC4beta/mu-opioid, Fluo4 calcium fluorescence; stronger effect = higher value; B-score at 10 µM; hit rate 0.49% among 310,000;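 active = B-score above 5 SD of library B-scores, and initial fluorescence ratio not above library mean plus 5 SD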;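 note: positive B-score marks a calcium rise read as TRPC4 activation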
#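 Material: TRPC4beta and mu-opioid receptor HEK293 stable cells | Incubation: 45 min room-temperature Fluo4 loading, 110 s read | Detection: Kinetic Fluo4 calcium fluorescence | Measure: Integrated baseline-normalised fluorescence ratio, converted to per-well B score | Benchmarks: Low control buffer alone, high control maximal DAMGO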
# TRPC6 inhibitor – mouse TRPC6 channel inhibition | Q61143 | HEK293-TRPC6, membrane potential dye, ACh-evoked depolarization; stronger effect = lower value | B-score at 10 µM | hit rate 1.1% among 310,000 | AID 2553;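 active = B-score under library mean minus 3 SD, initial fluorescence not abnormally high, positive integrated signal ratio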;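 note: B-score derived from integrated fluorescence ratio over the kinetic read; more negative B-score means stronger inhibition of depolarization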
# Target sequence (Q61143 whole entry, looked up): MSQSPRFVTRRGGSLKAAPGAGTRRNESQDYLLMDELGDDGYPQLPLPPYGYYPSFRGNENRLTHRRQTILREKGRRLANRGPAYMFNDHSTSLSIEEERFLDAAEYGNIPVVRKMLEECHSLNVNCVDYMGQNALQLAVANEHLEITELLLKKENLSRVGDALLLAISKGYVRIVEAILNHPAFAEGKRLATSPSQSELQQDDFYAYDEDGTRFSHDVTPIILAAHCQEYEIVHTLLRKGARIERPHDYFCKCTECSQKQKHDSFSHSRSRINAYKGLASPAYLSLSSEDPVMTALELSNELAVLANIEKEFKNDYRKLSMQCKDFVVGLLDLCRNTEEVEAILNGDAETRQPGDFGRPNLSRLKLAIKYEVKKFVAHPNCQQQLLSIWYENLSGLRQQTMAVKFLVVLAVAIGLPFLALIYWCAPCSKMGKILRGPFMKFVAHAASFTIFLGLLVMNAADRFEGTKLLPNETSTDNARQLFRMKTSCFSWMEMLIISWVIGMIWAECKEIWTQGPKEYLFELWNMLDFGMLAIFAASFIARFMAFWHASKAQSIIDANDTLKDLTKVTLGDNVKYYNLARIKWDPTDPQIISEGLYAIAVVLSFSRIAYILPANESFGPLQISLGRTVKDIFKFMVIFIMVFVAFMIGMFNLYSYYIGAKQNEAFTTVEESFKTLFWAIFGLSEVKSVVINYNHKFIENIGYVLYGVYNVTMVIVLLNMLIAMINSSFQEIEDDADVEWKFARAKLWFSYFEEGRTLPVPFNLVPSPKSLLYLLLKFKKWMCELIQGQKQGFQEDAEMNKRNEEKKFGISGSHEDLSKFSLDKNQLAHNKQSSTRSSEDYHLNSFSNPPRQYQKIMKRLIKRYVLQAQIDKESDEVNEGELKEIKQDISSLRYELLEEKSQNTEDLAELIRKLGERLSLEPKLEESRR
# MrgX1 agonist – human MrgX1 receptor agonism, primary screen | AID 588627 | MrgX1-HEK293 cells, Fluo-4 calcium fluorescence, agonist mode; stronger effect = higher value | B-score at 10 µM | hit rate 0.44% among 310,000;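 active = calcium response B-score plate-corrected fluorescence ratio at least 3 library SD, with starting fluorescence B-score inside 5 SD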
#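 Material: MrgX1-expressing HEK293 cells / Dosing: compound as first of three additions / Incubation: overnight seeding, then 1 h dark dye loading / Signal: Fluo-4 NW calcium fluorescence / Evaluation: B-scored fluorescence response ratio / Benchmarks: positive and negative control wells on each plate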
# TRPC4 PAM – allosterically enhances the mouse TRPC4 cation channel | HEK293 TRPC4beta/mu-opioid, DAMGO EC20, Fluo-4 Ca2+ flux; stronger effect = higher value | Q9QUQ5 | hit rate 0.42% among 310,000 | AID 2227 | B-score at 10 µM;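 active = B-score of calcium response area above 5 SD of library B-scores, with initial fluorescence ratio within 5 SD of library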;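 note: B-score of integrated fluorescence ratio over time as area under calcium response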
# TRPC4 inh – inhibitors of mouse TRPC4 channel; B-score at 10 µM; AID 2247; HEK293 TRPC4beta/mu-opioid, DAMGO-evoked Fluo4 calcium flux; stronger effect = lower value; hit rate 0.39% among 300,000;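 active = B-score over 3 SD under the library average, no early fluorescence shift, positive overall ratio signal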
#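 System: stable TRPC4beta/mu-opioid receptor HEK293 cells; Dosing: single-point compound dosing; Measured by: Fluo4 Ca2+ flux fluorescence; Read-out basis: per-well B score of integrated baseline-normalized Fluo4 ratio.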
# MrgX1 allo act – allosterically activates human MrgX1 receptor signaling; hit rate 0.63% among 310,000; B-score at 10 µM; AID 588675; MrgX1-HEK293, Fluo-4 calcium flux, FDSS; stronger effect = higher value;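 active = plate-corrected calcium response at least 3 library SD above typical, normal starting fluorescence, not activating the receptor alone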;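 note: compound read alongside a low EC10 to EC30 dose of BAM8-22 agonist; peak minus trough fluorescence over baseline measured at the second addition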
# TMEM16A inh – mouse TMEM16A channel inhibition, primary screen. Q8BHY3. HEK293 TMEM16A/YFP iodide influx fluorescence, ionomycin. normalized B-score (activity score, 25-100; higher = stronger inhibition) at 10 µM. AID 588511. hit rate 1.2% among 310,000;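 active = ratio plate-corrected score three or more library SD toward inhibition, starting fluorescence score within five deviations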;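 note: score derived from kinetic fluorescence span divided by baseline fluorescence per well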
# ANO1 activ – activates or potentiates the mouse TMEM16A chloride channel; Q8BHY3; HEK293 TMEM16A/YFP-H148Q/I152L, iodide quench fluorescence; stronger effect = lower value; B-score at 10 µM; hit rate 0.3% among 340,000; AID 623877;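 active = fluorescence-ratio B-score plate-corrected deviation score at least 3 library SD below zero, with starting fluorescence score within 5 deviations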;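 note: channel opened by trigger with iodide after compound preincubation; score built on the fluorescence ratio of max minus min over baseline; more negative score means more quench and so TMEM16A activation or potentiation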
# TRPC6 activator – activators of mouse TRPC6 channel. Q61143. HEK293-TRPC6 membrane potential dye fluorescence; stronger effect = higher value. AID 2550. B-score at 10 µM. hit rate 0.13% among 310,000;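 active = B-score of the integrated fluorescence ratio above library mean plus 3 SD, and starting fluorescence ratio within library mean plus 5 SD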;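 note: higher score means more depolarization so channel activation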
# * marks the source's active call; other numbers are inactive results; i = inactive; u = inconclusive; x = no result given.
compound	MrgX1 antagonist	SKKanGAS inh	TRPC4 act	TRPC6 inhibitor	MrgX1 agonist	TRPC4 PAM	TRPC4 inh	MrgX1 allo act	TMEM16A inh	ANO1 activ	TRPC6 activator
CC(C)(C)N1C(=O)Cc2c1nc(N)c1c(N)nc(N3CCCCC3CO)c(C#N)c21 (stereo unspecified)	i	37	i	i	i	i	i	i	i	i	i
CCC1CCCCN1CCCNC(=O)c1ccc2c(c1)NC(=O)CS2 (stereo unspecified)	i	0	i	i	i	i	i	i	i	i	i
O=C(CCSCCc1ccccn1)Nc1cccc([N+](=O)[O-])c1	i	-12	i	i	i	i	i	i	i	i	i
Cc1cc(-c2ccco2)n2c(nc3ccccc32)c1C#N	i	0	i	i	i	i	i	i	i	i	i
O=C(Nc1ccc(F)cc1)NC1CCN(Cc2c(F)cccc2Cl)CC1	i	-8	i	i	i	i	i	i	i	i	i
Fc1ccc(Cn2cccc2C2=NC(c3ccccc3)CO2)cc1 (stereo unspecified)	i	u	i	i	i	i	i	i	i	i	i
CCOc1ccc(NC(=S)N2CCC(c3nc4ccccc4[nH]3)CC2)cc1	i	6	i	i	i	i	i	i	i	i	i
CCOc1ccccc1Nc1nnc(SCC(=O)Nc2cccc(S(=O)(=O)NC3=NCCCCC3)c2)s1	i	5	i	i	i	i	i	i	i	i	i
O=C(/C(C=Nc1ccc(Br)cc1)=C(/O)c1ccco1)C(F)(F)F	i	0	i	i	i	i	i	i	i	i	i
CCOc1ccc(C2/C(=C(\O)c3cccc(OC)c3)C(=O)C(=O)N2c2ccccn2)cc1OC (stereo unspecified)	i	2	i	i	i	i	i	i	i	i	i
O=[N+]([O-])c1ccc(Cl)cc1Sc1cccc2cccnc12	i	7	i	i	i	i	i	i	i	i	i
COc1ccc(-c2cc(C(=O)Nc3cccc(Cl)c3)no2)cc1	i	5	i	i	i	i	i	i	i	i	i
CN(CC(O)Cn1c2ccccc2c2ccccc21)S(C)(=O)=O (stereo unspecified)	i	4	i	i	i	i	i	i	i	i	i
COc1ccc(CCC(C)N2CCc3ccccc3C2)cc1 (stereo unspecified)	i	3	i	i	i	i	i	i	i	i	i
Cc1cc(NCCC(C)C)n2nc(C)c(-c3ccccc3)c2n1	i	-4	i	i	i	i	x	i	i	i	i
CCOc1ccc(NC(=S)N(CCCN2CCCC2)Cc2cccn2Cc2ccc(Cl)cc2)cc1	i	-16	i	-5.2*	i	i	i	i	i	i	i
O=C(O)C1CC=C(Cl)CC1C(=O)NC1CCCCC1 (stereo unspecified)	i	11	i	i	i	i	i	i	i	i	i
Cc1cccc(NC(=O)c2ccc3c(Cl)c4c(nc3c2)CCCC4)n1	i	5	i	i	i	i	i	20*	i	i	i
CCOc1ccc(C(=O)NC2CCN(C(=O)Nc3ccc(F)cc3)CC2)cc1	i	8	i	i	i	i	i	i	i	i	i
CC1CC(C)CN(C(=S)Nc2ccc(OC(F)F)cc2)C1 (stereo unspecified)	i	1	i	i	i	i	i	i	i	i	i
O=C(Nc1ccc(O)cc1)c1c(O)c2c([nH]c1=O)CCCC2	x	2	i	i	x	i	i	x	x	i	i
COCCNc1c2c(nc3c(-c4ccccc4)c(C)nn13)CCCC2	i	1	i	i	i	i	i	i	i	i	i
COc1ccccc1OCCN1C(=O)S/C(=C\c2ccco2)C1=O	i	0	i	i	i	i	i	i	i	i	i
NC(=O)COC(=O)CC12CC3CC(CC(Br)(C3)C1)C2	i	20	i	i	i	i	i	i	i	i	i
O=C(CN1C(=O)c2ccccc2S1(=O)=O)N1CCN(c2ccc(F)cc2)CC1	i	-4	i	i	i	i	i	i	i	i	i
O=C(C(Cc1ccccc1)N1C(=O)C2C3C=CC(C3)C2C1=O)N1CCCCCC1 (stereo unspecified)	i	10	i	i	i	i	i	i	i	i	i
O=C(CN(Cc1ccc(F)cc1)C(=O)CNS(=O)(=O)c1ccc(F)cc1)NCc1ccco1	i	1	i	i	i	i	i	i	i	i	i
COCCN=C1Sc2nc3cc(C)c(C)cc3cc2CN1Cc1cccs1	i	4	i	i	i	i	i	i	i	i	i
CC(=O)c1ccccn1	i	-4	x	x	i	x	x	i	i	i	x
CC(C)[C@H](NC(=O)N1CCn2c1nc1ccccc12)C(=O)NCc1ccc(F)cc1	i	-3	i	i	i	i	i	i	i	i	i
O=C(O)C1CC=CCC1C(=O)Nc1ccc2c(c1)CCC2 (stereo unspecified)	i	-4	i	i	i	i	i	i	i	i	i
Cc1ccc(-n2nc3c(n2)/C(=N/O)CC/C3=N\O)cc1	i	6	i	i	i	i	i	i	i	i	i
CCN(CC)C(=O)CSc1nnc(-c2cccc(OC)c2)o1	i	3	i	i	i	i	i	i	i	i	i
CN(C)CCNc1ncnc2ccccc12	i	-7	i	i	i	11*	i	i	i	i	i
c1cc(-c2cccs2)nc(-c2cccs2)c1	i	-4	i	i	i	i	i	i	i	i	i
CN1CCN(S(=O)(=O)c2ccc(NC(=O)c3cccs3)cc2)CC1	i	-1	i	i	i	i	i	i	i	i	i
Cc1cccc(-n2c(C)cc(/C=N/O)c2C)c1	i	-2	i	i	i	i	i	i	i	i	i
Cn1cc(CNC(=O)C2c3ccccc3Oc3ccccc32)cn1	i	-13	i	i	i	i	x	i	i	i	i
O=C(Nc1nc(-c2cc3ccccc3o2)cs1)c1ccc(S(=O)(=O)N2CCCC2)cc1	i	14	i	i	i	i	i	i	i	i	i
C/C(=N\NS(=O)(=O)c1ccc(C)cc1)c1ccc(C)o1	i	u	i	i	i	i	i	i	i	i	i
COc1ccc(/C=C2\CCc3c2nc2ccccc2c3C(=O)O)cc1OC	i	-1	i	i	i	i	i	i	i	i	i
Cc1cccc(NS(=O)(=O)c2ccc(C(=O)N3CC(C)OC(C)C3)cc2)c1C (stereo unspecified)	i	-3	i	i	i	i	i	i	i	i	i
Cc1ccc(C(=O)c2ccccc2C(=O)Nc2ccccc2)cc1	i	-2	i	i	i	i	i	i	i	i	i
CCCCN(C(=S)SC)C1CCS(=O)(=O)C1 (stereo unspecified)	i	5	i	i	i	i	i	i	i	i	i
O=C(CCNS(=O)(=O)c1ccc(Br)cc1)NCCc1ccc(Cl)cc1	i	-9	i	i	i	i	i	i	i	i	i
c1ccc(Cn2nnnc2C(c2cccs2)N2CCOCC2)cc1 (stereo unspecified)	i	-6	i	i	i	i	i	i	i	i	i
CCOC(=O)N/N=C\C=C\c1ccc2c(c1)OCO2	i	-7	i	i	i	i	i	i	i	i	i
COc1ccc(OC)c(-n2nnnc2SCC(=O)Nc2ccccc2OC)c1	i	3	i	i	i	i	i	i	i	i	i
O=C(Nc1ccc(Cl)cc1)C1CC(=O)n2c(nc3ccccc32)N1 (stereo unspecified)	i	-3	i	i	i	i	i	i	i	i	i
COc1ccc(OC)c(N(C(=O)c2ccco2)C(C(=O)NC2CCCC2)c2ccc(N3CCOCC3)cc2)c1 (stereo unspecified)	i	2	i	i	i	i	i	i	i	i	i
CC1COC(=O)C(NNc2ccc(Cl)c(Cl)c2)=N1 (stereo unspecified)	i	1	i	i	i	i	i	i	i	i	i
Cn1nc(C(C)(C)C)cc1C(=O)NNC(=O)c1ccccc1Cl	i	-4	i	i	i	i	i	i	i	i	i
CC1(C)C2CCC1(C(=O)O)c1nc3ccccc3nc12 (stereo unspecified)	i	2	i	i	i	i	i	i	i	i	i
COc1ccc(-c2cc(C(=O)N3CCN(Cc4ccccc4)CC3)no2)cc1OC	i	-1	i	i	i	i	i	i	i	i	i
CC(=O)Nc1ccc(S(=O)(=O)N(Cc2ccco2)Cc2cc3ccccc3[nH]c2=O)cc1	i	-2	i	i	i	i	i	i	i	i	i
Cn1c(=O)c2c(nc(NCC3CCCO3)n2C)n(C)c1=O (stereo unspecified)	i	-2	i	i	i	i	i	i	i	i	i

# (next part)
compound	MrgX1 antagonist	SKKanGAS inh	TRPC4 act	TRPC6 inhibitor	MrgX1 agonist	TRPC4 PAM	TRPC4 inh	MrgX1 allo act	TMEM16A inh	ANO1 activ	TRPC6 activator
CC(NC(=O)C1CCC(CNc2c(N3CCOCC3)c(=O)c2=O)CC1)c1ccccc1 (stereo unspecified)	i	-4	i	i	i	i	i	i	i	i	i
CCOC(=O)C1(C)/C(=N/Nc2ccccc2Cl)C(=O)C(=O)N1c1ccccc1 (stereo unspecified)	i	5	i	-5.1*	i	i	i	i	i	i	i
Nc1nonc1C(=O)NCCNS(=O)(=O)c1ccc(Br)cc1	i	1	i	i	i	i	i	i	i	i	i
COc1cc(C(=O)OCC(=O)Nc2ccc(N3CCOCC3)cc2)ccc1OCC(C)C	i	10	i	i	i	i	i	i	i	i	i
O=C(Oc1ccc(Br)cc1)c1cccc(S(=O)(=O)N2CCOCC2)c1	i	-14	i	i	i	i	i	i	i	i	i
N#Cc1c(NC(=O)C2CC(c3ccccc3O)=NO2)sc2c1CCC2 (stereo unspecified)	i	6	i	i	i	i	i	i	i	i	i
CNC(=O)c1ccccc1-c1cn(C)c2ccccc2c1=O	i	-4	i	i	i	i	i	i	i	i	i
CCOC(=O)N1CCN(c2c(NCCCN3CCCCCC3)c(=O)c2=O)CC1	i	0	i	i	i	i	i	i	i	i	i
Cn1cc(CN(CCO)Cc2cccs2)c(-c2cccc(Cl)c2)n1	i	-8	i	i	i	i	i	i	i	i	i
O=C(NCc1cccc(Br)c1)c1cc(-c2ccccc2)nn1CC1CC(c2cccnc2)=NO1 (stereo unspecified)	i	1	i	i	i	i	i	i	i	i	i
COc1cccc(-c2noc(-c3ccc4c(c3)OCO4)n2)c1	i	5	i	i	i	i	i	i	i	i	i
CS(=O)(=O)N(CC(=O)NCCSCc1ccccc1Cl)c1ccccc1F	i	9	i	i	i	i	i	i	i	i	i
